EWS-Fli inh – blocks EWS/Fli oncoprotein-driven transcription. hit rate 0.67% among 350,000. inhibition, % at 12.6 µM. AID 651661. A673 NR0B1-luciferase reporter, viability-normalised;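 active = mean inhibition of at least 50% after viability correction, with every replicate also passing that limit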;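 also: firefly luciferase signal divided by Alamar Blue viability fluorescence both relative to DMSO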
PGC1a acetyl inh – lowers PGC1a acetylation signal in U2OS cells; inhibition, % at 15.6 µM; AlphaScreen anti-acetyl-lysine; with virally co-expressed GCN5 acetyltransferase; hit rate 0.17% among 350,000;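 active = every replicate shows inhibition of at least 40%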;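 also: 0% = neutral control wells and 100% = positive control wells; some results beyond the cut were filed as inactive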
miR-122 sensor – blocks miR-122 activity in Huh7 sensor cells; Huh7 miR-122 Renilla luciferase sensor, 48 h; neutral wells = 0, positive control = 100; activation (reporter increase), % at 12.5 µM; hit rate 0.3% among 340,000;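 active = mean replicate activation score at least 90 and every replicate individually at or above 90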;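 also: higher luciferase means less miR-122 activity so hits act as miR-122 inhibitors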
Cneo AK release – causes C. neoformans cell lysis; adenylate kinase release luminescence, 4 h; normalised: neutral wells 0, clomiphene wells 100; lysis activity, % at 15 µM; hit rate 0.2% among 360,000;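 active = mean lysis activity across replicates of at least 80%, whatever share of replicates individually reach that level; inactive = mean lysis activity below 80%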
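Assay system: Cryptococcus neoformans yeast cells / Dosing: single-point compound dose / Timing: 4 h at 37 °C static, read 1 h later / Measured by: luminescence of released adenylate kinase using an AK detection reagent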
* = called active by the depositor; / = not tested or not shown. Some of the compounds tested. The share of hits here may be higher or lower than overall.

SMILES	EWS-Fli inh	PGC1a acetyl inh	miR-122 sensor	Cneo AK release
O=C(NCc1ccccc1)c1ccc2c(c1)C(=O)N(CC1CCCO1)C2=O (stereo not drawn)	/	/	-12	0
COc1ccccc1N(CN1CCCC1=O)C(=O)c1c(F)cccc1Cl	/	/	-4	3
CCCN1CCCc2cc(CN(CCCN3CCOCC3)C(=O)Nc3ccc(OCC)cc3)ccc21	/	/	-5	-3
Cc1ccc(C(=O)COC(=O)CN2C(=O)C3C4C=CC(C4)C3C2=O)cc1[N+](=O)[O-] (stereo not drawn)	/	/	-2	2
CCCS(=O)(=O)NC(=O)C1(C)CCCN(C(=O)c2cncc(Br)c2)C1 (stereo not drawn)	/	/	-2	0
CCSc1nc(O)c(CC)c(=O)n1C(C)CC (stereo not drawn)	/	/	-1	0
C[C@@H]1NC(=O)c2cc([N+](=O)[O-])cc(I)c2NCC[C@@H](C(N)=O)NC(=O)[C@H](CC(N)=O)NC1=O	/	/	-2	6
Cc1ccc(C(=O)Nc2c(C(=O)NCc3ccco3)cnn2-c2ccccc2)cc1	/	/	-10	-1
O=c1c2ccccc2nc(-c2ccccc2)n1CCCN1CCOCC1	/	/	11	0
COC(=O)c1cn(-c2ccccc2)nc1-c1cccnc1	/	/	9	-1
CCNC(=S)N1CCN(C(=O)c2ccco2)CC1	/	/	-10	1
O=C(CCC(=O)N1CCOCC1)Nc1nnc(C2CCCCC2)s1	/	/	6	1
Oc1ccccc1/C=N/n1c(-c2cccs2)n[nH]c1=S	/	/	8	24
Cc1nonc1NC(=O)c1ccc(Cl)c(S(=O)(=O)N2CCCCC2)c1	/	/	16	3
Cc1ccc(S(=O)(=O)N(C)C)cc1NC(=O)c1cc(-c2ccco2)nc2ccccc12	/	/	11	-2
COc1cccc(C(=O)OCCN2C(=O)c3ccccc3C2=O)c1OC	/	/	-1	-1
CN1CCc2c(sc(NC(=O)c3ccc(S(=O)(=O)N4CCCCCC4)cc3)c2C(N)=O)C1	/	/	4	4
Cc1nn(C)c(=O)n1-c1ccc(Oc2ccccc2)cc1	/	/	-2	-1
O=C1OCCN1C(=O)[C@H]1[C@H](c2ccc(Cl)cc2)C(c2cccc(Cl)c2)=NN1c1ccccc1	/	/	-14	-2
Cn1c(SCC(=O)N2CCOCC2)nnc1-c1ccccc1	/	/	-1	1
COc1cc(OC)cc(C(=O)NCC2CCCO2)c1 (stereo not drawn)	1	/	0	/
O=C(CSc1nc(-c2ccco2)cc(C(F)(F)F)n1)NC1CCCCCCC1	/	-12	-5	/
CC1CCc2c(sc(N)c2C(=O)OC(C)C)C1 (stereo not drawn)	/	38	7	/
CCOC(=O)C1CCN(S(=O)(=O)c2cccc(-c3cn4cc(Cl)ccc4n3)c2)CC1	/	-5	21	/
Cc1cccc(C)c1N1CCN(c2ccc3nnc(C(F)(F)F)n3n2)CC1	/	-15	7	/
CCOc1ccc2c(c1)C(C)=CC(C)(C)N2C(=O)Nc1ccccc1	/	0	-3	/
O=C(NCN1CCCCC1)c1cnccn1	/	7	7	/
c1ccc(-n2nnc3ccccc32)nc1	/	40	-2	/
CCn1cc(C(=O)NCc2ccc3c(c2)OCO3)c(=O)c2cc(F)c(N3CCN(C)CC3)cc21	/	-35	-3	/
COc1ccc(C(C)=O)cc1COC(=O)c1cc(C)oc1C	/	-33	-5	/
O=C(NCc1ccccc1)/C(NC(=O)c1ccccc1)=C(/Sc1ccccn1)c1ccccc1	/	-1	43	/
O=C(COc1ccc(Br)cc1)Nc1ccc([N+](=O)[O-])cn1	/	-6	-2	/
COc1ccc(-c2cc(C(F)(F)F)nc(SCCC(=O)N3CCOCC3)n2)cc1	/	8	-6	/
Cc1ccc2nc(SCCCCOc3ccccc3)[nH]c2c1	/	3	-6	/
C=CCn1c(-c2cccc(Cl)c2)n[nH]c1=S	/	-3	-7	/
COc1ccc2c(C(=O)CN(C)C3CCCCC3)c[nH]c2c1	/	-8	22	/
COc1ccc(-n2c(SCC(=O)NCC3CCCO3)nc3ccccc32)cc1 (stereo not drawn)	/	-22	9	/
O=[N+]([O-])c1ccc(Oc2cccc(F)c2)c2ccncc12	/	71*	-1	/
O=C(Nc1ccc2c(c1)OCO2)c1ccc(Cl)nc1	/	2	7	/
Cc1ccc(NC(=O)CCNS(=O)(=O)c2ccc3c(c2)oc(=O)n3C)cc1C	/	-6	-1	/
COc1cccc(-c2nc(-c3ccc(NC(=O)c4cccnc4)cc3)no2)c1	/	-11	0	/
C=CCn1c(N)c(C(=O)N2CCOCC2)sc1=S	/	0	-1	/
CN(C)S(=O)(=O)c1ccc(C(=O)NCc2ccccc2)cc1	/	11	2	/
Cc1nc2ccccc2c(=O)n1/N=C/c1c(O)ccc2oc3c(c12)CCCC3	/	15	-4	/
C=CCOc1ccc(CNC(C)(C)C)cc1OC	/	11	-4	/
CN(C)c1ccc(N=Cc2nc(-c3ccccc3)oc2O)cc1	/	-6	-3	/
CCNc1nc(OCCNS(=O)(=O)c2cc(C)ccc2C)nc(N(C)C)n1	/	-3	0	/
CN(c1ccccc1C(=O)O)S(=O)(=O)c1ccc2c3c(cccc13)C(=O)N2	/	-6	-5	/
Cc1cc(C(=O)Nc2ccccc2N2CCOCC2)c2ccccc2n1	/	2	-7	/
COc1ccc(C(=O)CN2CCN(c3ccc(F)cc3)CC2)cc1OC	/	-7	-3	/
COc1ccc(/C(O)=C/c2nc3ccccc3n(-c3ccccc3)c2=O)cc1	/	-17	2	/
CCN(CC)CCCOC(=O)C1(c2ccccc2)CCCC1	/	13	4	/
Cc1c(C(=O)N2CCCC2)sc(NC(=O)c2ccc(Cl)cc2)c1C#N	/	4	9	/
CCc1sc(C(=O)Nc2ccsc2C(=O)OC)cc1Br	/	15	-1	/
CCOC(=O)c1sc(NC(=O)c2ccc(Br)o2)cc1C	/	-27	8	/
Cc1cc(N2CCCC2)nc(-c2ccccc2O)n1	/	-9	-10	/
C=CCSc1nc(C)c(CC=C)c(=O)[nH]1	/	5	3	/
O=C(CSc1nc2ccccc2o1)N1CCN(c2ccc(Cl)cc2)CC1	/	6	3	/
CC(C)c1ccc(CNCc2ccccc2)cc1	/	10	12	/
Cc1cccc(NC(=O)CSc2nccn2C)c1	/	0	5	/
More results.
SMILES	EWS-Fli inh	PGC1a acetyl inh	miR-122 sensor	Cneo AK release
O=C(Nc1ccccc1C(=O)NC1CCCCC1)c1ccco1	/	8	4	/
CN(C)S(=O)(=O)c1ccc(C(=O)Nc2ccc(CCC(=O)N3CCCC3)cc2)cc1	/	3	-3	/
CCOc1ccc(N2CC(C(=O)Nc3ncccc3C)CC2=O)cc1 (stereo not drawn)	/	3	-3	/
CCOC(=O)c1nnn(-c2nonc2N)c1COc1c(C=O)cccc1OC	/	-1	-10	/
O=C1C2C(C(=O)N1/N=C/c1cc(Br)cc([N+](=O)[O-])c1O)C1C=CC2C12CC2 (stereo not drawn)	/	8	-5	/
CCOc1ccc(C(=O)Nc2ccc(N3CCCC3)cc2)cc1	/	-1	-5	/
COCCn1c(=S)[nH]c2cc(C(=O)N3CCc4ccccc43)ccc2c1=O	/	5	-2	/
COc1ccc(CCNc2nc(C)nc3c2oc2ccccc23)cc1OC	/	23	-1	/
COc1cc2c(cc1OC)C(c1ccc3c(c1)OCO3)C1=C(CC(C)(C)CC1=O)N2 (stereo not drawn)	/	6	-3	/
CN(C)CCCNC(=O)CCc1nc2ccccc2c(=O)[nH]1	/	4	8	/
COc1cccc(C(=O)N(Cc2cc3cc(C)ccc3[nH]c2=O)C(C)C)c1	/	-1	-6	/
COc1cccc(Nc2nnc(SCC(=O)N(CC(C)C)CC(C)C)s2)c1	/	-4	5	/
CCN(CC)S(=O)(=O)N1CCC(C(=O)NCC2COc3ccccc3O2)CC1 (stereo not drawn)	/	-3	-3	/
CCCN(CCC)c1nc(N)nc(-c2cc(Cl)ccc2OC)n1	/	5	1	/
C=CCn1c(=O)c(C#N)cc2c(=O)n3ccccc3nc21	/	8	1	/
Cc1cccc(-c2c3c(=O)n(C)c(=O)n(C)c3cn2-c2ccccc2O)c1	/	2	-3	/
CC(C)CCCCCCCCCCCCC(=O)NCC(=O)NC1C(O)C(O)C(Nc2ncnc3nc[nH]c23)OC1C(O)CO (stereo not drawn)	/	96*	-8	/
COc1cc(C(=O)NCCc2ccc(F)cc2)ccc1OCC(=O)N1CCOCC1	/	12	-2	/
COc1ccc(C(=O)O/N=C(\N)Cc2ccc(Cl)cc2)cc1OC	/	0	0	/
CCOC(=O)c1ccc(-n2c(C)nc3ccccc3c2=O)cc1	/	7	-8	/
CS(=O)(=O)N(CC(=O)Nc1ccccc1C(=O)NCc1ccco1)c1ccc2c(c1)OCCO2	/	4	1	/
Cc1ccc(S(=O)(=O)NC(CC(=O)NCc2ccco2)c2ccco2)cc1 (stereo not drawn)	/	-5	8	/
Cc1ccc([N+](=O)[O-])cc1NC(=O)c1ccc(-c2ccccc2)cc1	/	-4	3	/
Cc1ccc(Nc2cc(=O)[nH]c(=O)[nH]2)c(C)c1	/	5	-11	/
Cc1onc(-c2c(Cl)cccc2Cl)c1C(=O)Nc1c(C)n(C)n(-c2ccccc2)c1=O	/	-5	0	/
O=C(CC(=O)c1ccccc1O)c1cccc(F)c1	/	-22	0	/
Cc1cc(C)n(-c2nc(SCCN(C)C)c3c4c(sc3n2)CCCC4)n1	/	4	-19	/
CCOc1cc(C2C(C(=O)OC)=C(C)N=C3SC(C)C(=O)N32)ccc1OC(C)=O (stereo not drawn)	/	-1	-1	/
Cc1ccc(O)c(C2=NNC(O)(C(F)(F)F)C2)c1 (stereo not drawn)	/	-12	9	/
C=CCN=C(C)C1=C(O)CCC1=O	/	-9	0	/
Cc1cc(C)nc(-n2nc(C)c3c(=O)[nH]c(C(F)(F)F)nc32)n1	/	-8	-7	/
Cc1cc(NC(=O)CN2CCN(S(=O)(=O)c3ccc4ccccc4c3)CC2)no1	/	-21	-3	/
Nc1nonc1C(=O)NCCNCc1ccccc1	/	1	4	/
C=C(C)c1cccc(C(C)(C)NC(=O)NCc2ccc(OC)c(OC)c2)c1	/	3	2	/
Cc1ccc2c(c1)[nH]c1c(=O)n(CCN3CCNCC3)cnc12	/	-10	6	/
Brc1ccc2nc(CSc3ncn[nH]3)cn2c1	/	0	-2	/
OCCSc1nnc(Nc2ccccc2)s1	/	-11	-5	/
COc1cccc(OC)c1C(=O)NC(C)c1ccccc1 (stereo not drawn)	/	2	-4	/
O=C(NCc1ccco1)c1cnn2c(C(F)(F)F)cc(-c3ccco3)nc12	/	-4	-5	/
Cc1nc(NC(=O)c2cc3c(C)nn(-c4ccccc4)c3s2)sc1C(=O)Nc1ccccc1	/	-4	-1	/
COc1ccc(-c2nc(-c3ccc(NC(=O)c4ccc(Br)o4)cc3)no2)cc1OC	/	-15	1	/
Cn1ccnc1SCc1ccc([N+](=O)[O-])cc1	/	12	0	/
CC(NC(=O)c1cc2sccc2n1C)c1ccc2c(c1)OCCO2 (stereo not drawn)	/	-30	-3	/
O=C(c1c[nH]c(C(=O)C(Cl)(Cl)Cl)c1)c1ccccc1Cl	/	5	-5	/
O=C(NCc1ccc(N2CCCC2=O)cc1)Nc1ccccc1	/	-3	0	/
Cc1ccc(S(=O)(=O)N2CCCCC2)cc1C(=O)Nc1ccc2cn[nH]c2c1	/	-7	-3	/
CN(C)C(=O)NCc1ccc(S(N)(=O)=O)cc1	/	4	-2	/
COC(=O)c1ccc(CSc2nnc(NC(=O)C3CCCO3)s2)cc1 (stereo not drawn)	/	3	5	/

Another view of part of the listing above:
| Compound | EWS-Fli inh | PGC1a acetyl inh | miR-122 sensor | Cneo AK release |
| --- | --- | --- | --- | --- |
| COc1cccc(OC)c1C(=O)NC(C)c1ccccc1 (stereo not drawn) | / | 2 | -4 | / |
| O=C(NCc1ccco1)c1cnn2c(C(F)(F)F)cc(-c3ccco3)nc12 | / | -4 | -5 | / |
| Cc1nc(NC(=O)c2cc3c(C)nn(-c4ccccc4)c3s2)sc1C(=O)Nc1ccccc1 | / | -4 | -1 | / |
| COc1ccc(-c2nc(-c3ccc(NC(=O)c4ccc(Br)o4)cc3)no2)cc1OC | / | -15 | 1 | / |
| Cn1ccnc1SCc1ccc([N+](=O)[O-])cc1 | / | 12 | 0 | / |
| CC(NC(=O)c1cc2sccc2n1C)c1ccc2c(c1)OCCO2 (stereo not drawn) | / | -30 | -3 | / |
| O=C(c1c[nH]c(C(=O)C(Cl)(Cl)Cl)c1)c1ccccc1Cl | / | 5 | -5 | / |

Continued.
SMILES	EWS-Fli inh	PGC1a acetyl inh	miR-122 sensor	Cneo AK release
O=C1CC(c2ccco2)Cc2nc(Nc3nc(-c4ccccc4)c4ccccc4n3)ncc21 (stereo not drawn)	/	-11	-1	/
CCN(CC)S(=O)(=O)c1ccc(C(=O)Nc2c3c(nn2C(C)(C)C)CS(=O)(=O)C3)cc1	/	2	0	/
CCNC(=O)NC(=O)CSc1nc2ccccc2n1CC(C)C	/	-5	3	/
O=[N+]([O-])c1ccc(-c2cnc(SCc3ccccc3Cl)[nH]2)cc1	/	0	-16	/

3 compounds drawn at random from the list so far:
SMILES	EWS-Fli inh	PGC1a acetyl inh	miR-122 sensor	Cneo AK release
O=C1CC(c2ccco2)Cc2nc(Nc3nc(-c4ccccc4)c4ccccc4n3)ncc21 (stereo not drawn)	/	-11	-1	/
O=[N+]([O-])c1ccc(-c2cnc(SCc3ccccc3Cl)[nH]2)cc1	/	0	-16	/
CCNC(=O)NC(=O)CSc1nc2ccccc2n1CC(C)C	/	-5	3	/

Screening data (PubChem)
